Screening data from PubChem.
AID inh = blocks human AID cytidine deaminase activity. 91,000 compounds, 0.32% hits. Potency, µM (series often up to 115 µM), for the others: at the top dose activity change, negative = inhibition, most hits filed as inhibitors. AID deamination FRET fluorescence, UDG-coupled, 4 h; also: nearly all actives have a fitted effect of over 25% in size
Target sequence (Q9GZX7 whole entry, looked up): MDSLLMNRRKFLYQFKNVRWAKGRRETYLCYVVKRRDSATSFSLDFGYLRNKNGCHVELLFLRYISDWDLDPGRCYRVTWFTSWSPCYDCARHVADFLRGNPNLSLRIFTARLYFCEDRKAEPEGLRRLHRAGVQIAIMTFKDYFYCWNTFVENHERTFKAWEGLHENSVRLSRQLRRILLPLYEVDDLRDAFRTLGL
UDG counter = counter-screen for AID inhibitors: uracil-DNA glycosylase inhibition; FRET deamination/UDG coupled assay, UDG read, 4 h; Potency, µM (series often up to 115 µM), inactives show top-dose activity change, negative = inhibition, hits mostly inhibitors; 91,000 compounds, 0.14% hits; also: nearly all actives have a fitted effect of over 65% in size
* marks the source's active call; other numbers are inactive results; u = inconclusive; & = joins results of further samples; [ ] = remark or other dose. Calls follow the shape of the dose curve; as a rule, active = well fitted curve in the direction sought with a large enough effect; inconclusive = small, poorly fitted or top-dose-only effect, or another doubt; inactive = no such curve, though single readings can be large; an effect the other way counts as inactive or inconclusive. % is scaled to controls: 0 for no effect and ±100 for the full control effect; potency is read from the fitted curve at half-maximal effect. Not all compounds are listed (hit frequency here may not be typical).

no. | molecule | AID inh | UDG counter
1 | CC(C)OC(=O)C1C2c3ccccc3C(c3ccccc32)C1C(=O)OC(C)C (stereo not drawn) | -14.1% | -0.4%
2 | NN=C(N)N | 0.2%&0.8% | -6.3%&3.2%
3 | Cc1cccc(-n2c(/C=C\c3cccc(Br)c3)nc3ccccc3c2=O)c1 | 18.9% | -12.3%
4 | c1ccc(CCNC2(c3nnnn3-c3ccccc3)CCCCC2)cc1 | -12.3% | -0.7%
5 | CCC1CCCCN1C(=O)CCl (stereo not drawn) | 4.9% | 1.9%
6 | Cc1ccc(-c2nc(CN3C(=O)CN=C(c4ccccc4)c4ccccc43)c(C)o2)cc1 | u | -12.4%
7 | O=C(N[C@H]1CN2CCC1CC2)c1ccc(Cl)cc1 | -0.5% | 1.4%
8 | COc1ccc(CNCCc2ccc(F)cc2)cc1 | 1.7% | -2.6%
9 | NC(=O)c1cc(N2CC2)c([N+](=O)[O-])cc1[N+](=O)[O-] | 2.4% | -2.7%
10 | Cc1ccc(OCC(=O)Nc2ccc(Cl)cc2C(=O)c2ccccc2)cc1C | -6.0% | -0.8%[57.5 µM]
11 | CCCn1c(C)c(C(=O)NCC2CC2)c2cc(OC)ccc21 | -17.0% | -12.6%
12 | CC(C)=CCOc1c2occc2cc2ccc(=O)oc12 | 1.9% | -1.1%
13 | COc1ccc(OC)c(NC(=O)Cn2cc(C(=O)c3ccccc3)c3ccccc32)c1 | -16.1% | -8.3%
14 | Cc1cccc(C)c1OCC(=O)Nc1ccc(Cl)cc1C(=O)c1ccccc1 | 3.3% | -9.0%
15 | CCOc1ccc(CNCCc2c[nH]c3ccccc23)cc1OC | -3.4% | -5.4%
16 | Nc1ccccc1-c1ccccc1 | -2.8% | -4.9%
17 | O=C1CN=C(c2ccccc2)c2cc(Cl)ccc2N1Cc1ccc(Cl)cc1 | u | -11.3%
18 | O=C(COc1ccccc1[N+](=O)[O-])N1CCN(CCc2ccccn2)CC1 | 1.1%[57.5 µM] | 3.3%[57.5 µM]
19 | CN(C)C(=S)SCC#N | 1.0% | 8.9%
20 | CC(C)(C)c1cc2c(c(C(C)(C)C)c1)Oc1cc(C#N)c(C#N)cc1O2 | 5.7% | 3.4%
21 | CCCCn1c(C)c(C(=O)OCC)c2cc(OC)ccc21 | -11.5% | -4.3%
22 | COc1ccccc1CCNCc1cccs1 | -3.5% | -6.6%
23 | N[C@@H](Cn1oc(=O)[nH]c1=O)C(=O)O | 7.4% | 13.5%
24 | COc1ccc(-n2c(/C=C/c3ccco3)nc3ccccc3c2=O)cc1 | 1.8% | 15.0%
25 | CCOc1ccc(CN(CCc2ccc3c(c2)OCO3)Cc2cccc(Br)c2)cc1 | -8.4% | -4.3%
26 | Cc1ccc(-n2c(/C=C/c3cccc(C(F)(F)F)c3)nc3ccccc3c2=O)cc1 | u | u
27 | COCCNC(=O)NC(=O)CCl | 2.4% | 3.8%
28 | CCN(CC)C(=O)c1ccc(NC(=O)Cn2nc(-c3ccc(C)cc3)c3ccccc3c2=O)cc1 | 45.9%[activator][57.5 µM] | 3.6%[57.5 µM]
29 | Cc1oc(-c2ccc(Cl)cc2)nc1CN1C(=O)CN=C(c2ccccc2)c2cc(Cl)ccc21 | -19.6% | -11.8%
30 | CCC(=O)OC1CCC2C3CCC4CC(=O)CCC4(C)C3CCC12C (stereo not drawn) | -14.4% | -5.3%
31 | Cc1cc(C(=O)C(C)(C)NO)ccc1Cl | -3.2% | 0.7%
32 | O=c1[nH]c2ccccc2c(=O)n1-c1ccc(Cl)c(Cl)c1 | -0.3% | -7.0%
33 | CCOc1ccc(CNCCc2ccccc2)cc1 | -2.0% | 1.1%
34 | O=C(CN1C(=O)CN=C(c2ccccc2)c2ccccc21)Nc1cccc(C(F)(F)F)c1 | u | -16.9%[57.5 µM]
35 | O=C(COC(=O)C(O)(c1ccccc1)c1ccccc1)c1c[nH]c2ccccc12 | 23.8% | 7.7%
36 | O=C(CSC1c2ccccc2Oc2ccccc21)Nc1cccc(C(=O)O)c1 | -2.2% | -3.5%
37 | CN(C)CCOC(=O)Cc1ccccc1 | 4.8% | 12.0%
38 | N#CC(C#N)=Cc1ccc(O)c(O)c1 | -2.0% | -2.4%
39 | Cc1ccc(-c2nc(CN3C(=O)CN=C(c4ccccc4)c4cc(Cl)ccc43)c(C)o2)cc1 | -23.7% | -7.2%
40 | CCOc1ccc(CN2C(=O)c3ccccc3Sc3ccc(C(=O)N4CCC5(CC4)OCCO5)cc32)cc1 | u | -19.7%
41 | O=C(O)c1cc(I)cc(I)c1I | -1.7% | 5.4%
42 | COc1ccc(-c2nn3c(=O)cc(CN4CCN(C(=O)COc5ccc(F)cc5)CC4)nc3s2)cc1 | 190.7%[activator] | -25.3%
43 | CC[C@@H](CO)NC(=O)[C@@H]1C=C2c3cccc4c3c(cn4C)C[C@H]2N(C)C1 | u | 0.5%
44 | CCn1cc(C(=O)NC2CCC(C)CC2)c2ccccc21 (stereo not drawn) | -5.8% | -13.3%
45 | CCCN(CCC)C1CCc2ccc(O)cc2C1 (stereo not drawn) | -5.9% | -8.0%
46 | CCOC(=O)c1ccc(NC(=O)c2sc3nc4c(cc3c2N)N2CCC4CC2)cc1 | 4.4% | 8.0%
47 | NC(CCP(=O)(O)O)C(=O)O (stereo not drawn) | 3.2% | 8.4%
48 | CC1CC(=O)C2CCCCC2N1 (stereo not drawn) | -5.3% | 0.0%
49 | CCOc1ccccc1CN(CCc1ccc2c(c1)OCO2)Cc1ccc(CC)cc1 | 10.5% | -7.7%
50 | CCCCc1nc2ccccc2c(=O)n1-c1cccc(OC)c1 | -14.4% | u
51 | COc1ccc(CCNCc2sccc2C)cc1 | -17.8% | -8.9%
52 | c1cncc(CN2CCNCC2)c1 | 5.5% | 10.2%
53 | CC(C)N1C(=O)NC(=O)C2(Cc3c(ccc4ccccc34)N(C)C2)C1=O (stereo not drawn) | 16.0% | -2.8%
54 | N#C/C(=C\c1ccc(Cl)cc1)C(=O)Nc1ccc(Cl)cc1C(=O)c1ccccc1 | 7.3% | -1.1%
55 | Nc1ccc(Br)cc1C(=O)c1ccccc1Cl | -2.0% | -13.1%
56 | Oc1ccc(C2N(O)C3CCCCC3N2O)cc1 (stereo not drawn) | -3.0% | 1.6%
57 | CCOC(=O)c1ccc(NC(=O)c2cccn(Cc3ccccc3F)c2=O)cc1 | -0.2% | -6.5%
58 | COc1ccc(CNCCc2c[nH]c3ccccc23)c(OC)c1 | -5.4% | 2.7%
59 | c1ccc(C2CC2)c(OCC2=NCCN2)c1 | 6.8% | -8.6%
60 | COc1ccc(Oc2c(C)oc3cc(OCC(=O)N4CCN(CCO)CC4)ccc3c2=O)cc1 | -5.0% | -10.2%

14 entries from above, sorted by count of non-hydrogen atoms, low to high.
no. | molecule | AID inh | UDG counter
47 | NC(CCP(=O)(O)O)C(=O)O (stereo not drawn) | 3.2% | 8.4%
48 | CC1CC(=O)C2CCCCC2N1 (stereo not drawn) | -5.3% | 0.0%
52 | c1cncc(CN2CCNCC2)c1 | 5.5% | 10.2%
59 | c1ccc(C2CC2)c(OCC2=NCCN2)c1 | 6.8% | -8.6%
55 | Nc1ccc(Br)cc1C(=O)c1ccccc1Cl | -2.0% | -13.1%
45 | CCCN(CCC)C1CCc2ccc(O)cc2C1 (stereo not drawn) | -5.9% | -8.0%
44 | CCn1cc(C(=O)NC2CCC(C)CC2)c2ccccc21 (stereo not drawn) | -5.8% | -13.3%
50 | CCCCc1nc2ccccc2c(=O)n1-c1cccc(OC)c1 | -14.4% | u
43 | CC[C@@H](CO)NC(=O)[C@@H]1C=C2c3cccc4c3c(cn4C)C[C@H]2N(C)C1 | u | 0.5%
54 | N#C/C(=C\c1ccc(Cl)cc1)C(=O)Nc1ccc(Cl)cc1C(=O)c1ccccc1 | 7.3% | -1.1%
46 | CCOC(=O)c1ccc(NC(=O)c2sc3nc4c(cc3c2N)N2CCC4CC2)cc1 | 4.4% | 8.0%
49 | CCOc1ccccc1CN(CCc1ccc2c(c1)OCO2)Cc1ccc(CC)cc1 | 10.5% | -7.7%
60 | COc1ccc(Oc2c(C)oc3cc(OCC(=O)N4CCN(CCO)CC4)ccc3c2=O)cc1 | -5.0% | -10.2%
42 | COc1ccc(-c2nn3c(=O)cc(CN4CCN(C(=O)COc5ccc(F)cc5)CC4)nc3s2)cc1 | 190.7%[activator] | -25.3%

Further structures follow:
no. | molecule | AID inh | UDG counter
61 | Cc1ccccc1-n1c(/C=C/c2ccc(O)cc2)nc2ccccc2c1=O | 7.9% | -7.2%
62 | O=C(O)CC[N+](=O)[O-] | 13.2% | 7.1%
63 | O=C(c1ccccc1)N1CCN(C/C=C/c2ccccc2)CC1 | -5.9% | -1.4%
64 | O=[N+]([O-])c1ccc(O[C@@H]2O[C@H](CO)[C@@H](O)[C@H](O)[C@H]2F)c([N+](=O)[O-])c1 | -5.0% | -8.7%
65 | CSc1nc(N)c2c(n1)OC(N)=C(C#N)C2c1cc(Br)ccc1F (stereo not drawn) | 1.6% | 0.2%
66 | COc1ccc(NC(=O)CN2C(=O)C(C)N=C(c3ccccc3)c3ccccc32)cc1OC (stereo not drawn) | 6.6% | -12.2%[57.5 µM]
67 | Cc1ccc2c(c1)Sc1ccc(C)cc1S2 | -4.8% | -7.4%
68 | CC12CC[C@H]3[C@@H](CCC4(O)CC(O[N+](=O)[O-])CCC34CO[N+](=O)[O-])C1(O)CCC2C1=CC(=O)OC1 (stereo partly drawn) | 7.1% | 3.0%
69 | COc1ccc(-n2c(/C=C/c3cccc(F)c3)nc3ccccc3c2=O)cc1Cl | -2.6% | 0.0%
70 | OC1CCCCC1N1CCC(c2ccccc2)CC1 (stereo not drawn) | -2.9% | -3.4%
71 | N#Cc1ccc(NC(=O)CCC2CCCC2)cc1Cl | -8.8% | -5.5%
72 | NC(=O)CN1CCCC1=O | 3.5% | 7.4%
73 | Cc1cc(OCC(=O)N2CCN(Cc3nc(N)c4ccccc4n3)CC2)ccc1C(C)C | -8.2% | -1.2%
74 | C/C=C(/C)C(=O)O[C@H]1C(C)=C2[C@H]([C@@H]1OC(=O)CCCCCCC)[C@@](C)(OC(C)=O)C[C@H](OC(=O)CCC)[C@@]1(O)[C@H]2OC(=O)[C@@]1(C)O | -12.3% | -11.4%
75 | Cc1nccc2c1[nH]c1ccccc12 | -6.1% | -5.9%
76 | C#CCNC1CCCCC1 | 4.6% | -6.6%
77 | O=c1cc[se]c2ccccc12 | 2.9% | 0.8%
78 | Nc1c(C(=O)Nc2ccc(Br)cc2F)sc2nc3c(cc12)N1CCC3CC1 | 41.4%[activator] | -1.5%
79 | COC(=O)c1ccc(C2SCC(=O)Nc3n[nH]c(C)c32)cc1 (stereo not drawn) | -5.0% | -1.5%
80 | CNC(=O)NC(=O)C(C)Cl (stereo not drawn) | -0.6% | 0.4%
81 | CCNCCc1ccccc1 | 1.9% | 11.7%
82 | COC(=O)[C@@H](N)CCCN=C(N)N[N+](=O)[O-] | 0.0% | 4.0%
83 | NC(N)=NC(N)=Nc1ccc(Cl)cc1 | 0.9% | -2.4%
84 | C[N+]1(C)C2CCC1CC(OC(=O)c1c[nH]c3ccccc13)C2 (stereo not drawn) | 2.4% | 9.0%
85 | NCCCc1c[nH]c2ccccc12 | 8.9% | -1.0%
86 | NC(CP(=O)(O)O)C(=O)O (stereo not drawn) | -1.8% | 2.3%
87 | NCCc1ccc2c(c1)OCCO2 | 0.4% | -3.6%
88 | C[C@H]1CCC[C@@H](O)CCCCCc2cc(O)cc(O)c2C(=O)O1 | -4.2% | 10.7%
89 | Cc1cc(C)cc(-n2c(=O)[nH]c3ccccc3c2=O)c1 | 3.6% | 47.0%[activator]
90 | Fc1ccc(NC(=S)NCCc2cnc[nH]2)cc1 | 7.5% | 2.4%
91 | NC(N)=Nc1ccc2[nH]c3c(c2c1)C[C@@]1(O)[C@H]2Cc4ccc(O)c5c4[C@@]1(CCN2CC1CC1)[C@H]3O5 | u | 2.2%
92 | O=C1CCCCC1CN1CCCCC1 (stereo not drawn) | 13.6% | 1.3%
93 | C[N+](C)(C)CC1CCCCC1=O (stereo not drawn) | 0.0% | 0.0%
94 | O=C(c1ccc2c(c1)N(Cc1ccc(F)cc1Cl)C(=O)c1ccccc1S2)N1CCC2(CC1)OCCO2 | u | -5.9%[57.5 µM]
95 | CCN(CC)C(=O)c1ccc(NC(=O)c2ccc(-c3nn(C)c(=O)c4ccccc34)cc2)cc1 | -9.4% | -4.2%
96 | Cc1ccc(Cn2cccc(C(=O)Nc3ccc4c(c3)OCO4)c2=O)cc1 | 9.6% | -7.1%
97 | O=C(O)CC1(CNC(=O)Cn2ccc3c(Cl)cccc32)CCCCC1 | -0.6% | 0.9%
98 | COc1ccc2c(c1)[C@@]13CCCC[C@H]1[C@@H](C2)NCC3 | -1.4% | 3.3%
99 | CN1CCN(c2ccc(C#N)cn2)CC1 | -1.6% | -1.0%
100 | CCN1CCN(C(=O)COc2ccc3c(=O)c(Oc4ccccc4)c(C)oc3c2)CC1 | -15.5% | 3.1%
101 | COc1ccc2[nH]cc(CCN)c2c1 | -0.3% | 5.1%
102 | CC(C)Cc1nc(N2CCNCC2)c(C#N)c2c1CCCC2 | 1.4% | 9.2%
103 | Cc1cccc(-n2c(/C=C/c3ccco3)nc3ccccc3c2=O)c1 | -13.2% | u
104 | NCCc1cccc(N)n1 | 59.9%[activator] | -1.5%
105 | Clc1ccc(N2CC3CCC(C2)N3)nn1 | 17.3% | 0.8%
106 | NC(N)=NC(N)=NCc1cccnc1 | 0.4% | -4.3%
107 | CC12CC[C@H]3[C@@H](CCC4(O)CC(O)CCC34/C=N/O)C1(O)CCC2C1=CC(=O)OC1 (stereo partly drawn) | 4.5% | -0.1%
108 | CCN1CCN(C(=O)COc2ccc3c(=O)c(-c4ccc(OC)cc4)c(C)oc3c2)CC1 | -10.7% | 1.5%
